Screening data (PubChem)
sPLA2-III inh – Blocks human group III sPLA2 activity; QFRET BODIPY PC-A2 liposome hydrolysis, fluorescence; inhibition, % at 12.2 µM; hit rate 0.56% among 370,000;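 active = inhibition above mean plus 3 SD of compounds lying within the high and low control bounds, cut at about 19% in these data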;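 note: 0% = median of test compound wells and 100% = no enzyme DMSO wells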
Target sequence (Q9NZ20 whole entry, looked up): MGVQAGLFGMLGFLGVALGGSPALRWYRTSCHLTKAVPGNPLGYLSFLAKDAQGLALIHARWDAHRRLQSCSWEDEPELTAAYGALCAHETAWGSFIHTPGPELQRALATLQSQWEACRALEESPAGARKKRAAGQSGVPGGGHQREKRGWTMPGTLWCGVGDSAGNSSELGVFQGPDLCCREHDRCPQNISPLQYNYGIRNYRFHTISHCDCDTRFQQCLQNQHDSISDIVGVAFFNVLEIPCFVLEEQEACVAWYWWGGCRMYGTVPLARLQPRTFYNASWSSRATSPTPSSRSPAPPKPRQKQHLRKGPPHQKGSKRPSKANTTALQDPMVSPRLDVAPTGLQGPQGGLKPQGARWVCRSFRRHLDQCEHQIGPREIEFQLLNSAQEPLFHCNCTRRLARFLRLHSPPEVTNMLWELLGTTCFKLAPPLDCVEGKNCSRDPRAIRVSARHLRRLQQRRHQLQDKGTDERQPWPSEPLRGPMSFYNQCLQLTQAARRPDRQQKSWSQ
NPR2 activator – GC-B (human) receptor activation; P20594; HEK293-GC-B cells, CNP EC30, cGMP TR-FRET; 0% at EC30 CNP, 100% saturating CNP; activation, % at 10 µM; hit rate 0.11% among 370,000; AID 1920062;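 active = activation at 10 µM reaching about 35% in either raw or pattern-adjusted values, limit read from the data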
DAX1 inh-1 – blocks DAX1 repression of SF-1 activated StAR promoter; HEK293T StAR-luciferase reporter, SF-1/DAX-1 repression relief; inhibition, % at 6.8 µM; hit rate 1.1% among 370,000; AID 652010;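 active = inhibition above the mean over all tested compounds plus 3 SD, cut at about 3.6% in these data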;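 note: 0% = DAX-1 cells with DMSO and 100% = cells lacking DAX-1 with DMSO; higher inhibition means more luminescence from relief of DAX-1 repression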
GC-A act – GC-A (human) enzyme activation | P16066 | HEK293 GC-A cells, cGMP TR-FRET, EC30 ANP; 0% at EC30 ANP, 100% saturating ANP | activation, % at 10 µM | hit rate 0.14% among 370,000 | AID 1671463; in the data active = activation above about 40%
hgDAF-12 ag – hgDAF-12 agonism, primary luciferase screen. HEK293 GAL4-hgDAF12 UAS-luciferase reporter, agonist luminescence; normalized to butyrate control. activation, % at 6.8 µM. hit rate 1.8% among 370,000;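 active = activation above a cutoff set at the mean of all screened compounds plus 3 SD, cut at about 10% in these data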;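 note: 0% = DMSO wells and 100% = sodium butyrate wells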
FXN GAA850 act – activators of GAA850 frataxin (FXN) promoter | activation, % at 6 µM | HEK293 lucGAA850 FXN promoter luciferase reporter, 24 h; percent of 10 µM SAHA response | hit rate 0.56% among 360,000;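 active = activation above the average of all compounds screened plus 3 SD, cutoff fixed separately per campaign, cut at about 7.5% in these data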;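 note: 0% = DMSO wells and 100% = 10 µM SAHA wells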
ssDAF-12 act – S. stercoralis DAF-12 activation, primary screen. HEK293 ssDAF-12/GRIP1 lit1-tk-luc reporter, luminescence; % of 3 µM dafachronic acid response. activation, % at 6.8 µM. hit rate 1% among 370,000. AID 652126;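 active = activation above the mean over all tested compounds plus 3 SD, cut at about 0.9% in these data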;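 note: 0% = DMSO-only wells and 100% = 3 µM delta7-dafachronic acid wells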
DAX1 inh-2 – NR0B1 (DAX1) inhibition | P51843 | HEK293 Gal4-DAX1 luciferase reporter, luminescence | inhibition, % at 6.75 µM | hit rate 0.99% among 340,000 | AID 504766;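 active = inhibition above the mean over all tested compounds plus 3 SD, cut at about 4.2% in these data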;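 note: 0% = DAX1-transfected cells with DMSO and 100% = empty-vector control cells with DMSO; inhibition shows as a rise in luminescence from relieved DAX1 repression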
Target sequence (P51843 207-470 limits assumed): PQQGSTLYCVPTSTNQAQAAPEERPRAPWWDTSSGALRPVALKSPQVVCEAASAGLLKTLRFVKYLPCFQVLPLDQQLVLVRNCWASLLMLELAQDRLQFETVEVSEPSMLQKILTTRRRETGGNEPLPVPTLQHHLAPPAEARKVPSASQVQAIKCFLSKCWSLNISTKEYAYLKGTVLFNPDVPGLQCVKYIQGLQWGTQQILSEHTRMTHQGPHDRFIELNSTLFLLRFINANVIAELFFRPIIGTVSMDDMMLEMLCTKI
hcDAF12 agonist – activates DAF-12 receptor from parasite H. contortus | activation, % at 6.8 µM | AID 652067 | hit rate 1.4% among 370,000 | HEK293 hcDAF-12 lit1-tk-luc reporter, luminescence; 0% DMSO, 100% Δ7-dafachronic acid;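 active = activation above the mean of all tested compounds plus 3 SD, cut at about 5.5% in these data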;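 note: 100% = response to 3 µM Δ7-dafachronic acid high control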
SMARCA2 activ – increases SMARCA2 function in MMTV reporter cells; MG213 cells, MMTV-luciferase reporter, dexamethasone, overnight; activation, % at 9.1 µM; hit rate 1% among 370,000; in the data active = activation above about 7.8%;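 note: 0% = vehicle wells and 100% = reference activator wells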
KLK7 zymogen act – activates the human kallikrein-7 zymogen. hit rate 0.9% among 370,000. P49862. activation, % at 7 µM. purified proKLK7, EDANS-DABCYL substrate fluorescence; 100% is mature enzyme control, 0% vehicle. AID 652039;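 active = activation above the mean of all tested compounds plus 3 SD, computed per campaign excluding outliers beyond control limits, cut at about 13% in these data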
Target sequence (P49862 whole entry, looked up): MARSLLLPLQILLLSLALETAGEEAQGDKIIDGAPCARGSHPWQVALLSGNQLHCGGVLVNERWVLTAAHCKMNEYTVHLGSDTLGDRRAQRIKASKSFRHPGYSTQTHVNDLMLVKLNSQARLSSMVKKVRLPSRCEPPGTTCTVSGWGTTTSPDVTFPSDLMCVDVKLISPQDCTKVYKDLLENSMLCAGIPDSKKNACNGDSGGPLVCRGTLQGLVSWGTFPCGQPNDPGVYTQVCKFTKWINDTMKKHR
The depositor's hits bear a star; · = not tested or not shown.

Values in the order: sPLA2-III inh, NPR2 activator, DAX1 inh-1, GC-A act, hgDAF-12 ag, FXN GAA850 act, ssDAF-12 act, DAX1 inh-2, hcDAF12 agonist, SMARCA2 activ, KLK7 zymogen act
- CCN1CCN(c2nc(-c3ccccc3Cl)nc3ccccc23)CC1
  11, 3, 0.3, -4, -2.1, -0.2, 0.3, 0.2, -0.5, -3, -0.9
- COCCCNC(=O)C1CCN(S(=O)(=O)c2c(C)noc2/C=C\c2ccc(OC)cc2)CC1
  -8, 2, -0.2, 4, 2.0, 1.6, -0.7, -0.3, -1.6, -4, -0.2
- C=CCNC(=S)NNC(=O)c1ccccc1OCC
  7, 2, -0.2, 2, 1.5, 0.0, -0.9, -0.7, 0.5, -4, 0.2
- CC(NC(=O)c1ccco1)C(=O)Nc1nccs1 (stereo not given)
  -8, 6, 1.2, 3, 0.5, 2.7, -1.3, 1.2, -0.1, 6, -0.7
- CC1(C)Cc2ccccc2-c2nnc(-c3ccc4ccccc4n3)n21
  -3, -5, -0.9, -6, -3.0, -2.0, -1.6, -1.6, -2.3, 1, 0.7
- CCCCN(C)C(=O)c1nc2ccccn2c1CNC1CCC1
  5, -6, -0.2, 1, 2.4, 2.7, -0.6, 1.0, 0.9, -1, -0.6
- O=C(Nc1cccc(-c2nnc(-c3ccccc3)o2)c1)c1ccco1
  0, 15, -0.8, 1, 2.3, -0.6, -1.4, 0.9, 1.2, 0, -0.3
- COc1ccc(OCCC(=O)OCC(=O)Nc2ccc(Br)cc2)cc1
  -8, 2, 0.1, 0, -2.1, -0.2, -1.6, 0.1, 0.1, 0, -0.7
- CCCCCNC(=O)C(c1ccc(C#N)cc1)n1c(=O)c(-c2ccco2)nc2ccccc21 (stereo not given)
  6, -4, 0.9, -3, -0.2, ·, -0.7, ·, -1.4, -5, -1.1
- C#CCCOC(=O)N1C2=NC(C(=O)OC)=C(C(=O)OC)[C@@H]3N(C)c4ccccc4[C@]23C[C@H]1CO
  -6, 5, -0.5, 1, 0.9, 0.1, -1.3, -0.5, -0.6, 0, 0.9
- Cc1cc(C)c(S(=O)(=O)N2CCCCC2CCNC(=O)C(=O)NCc2cccnc2)c(C)c1 (stereo not given)
  1, 4, -0.5, 1, -0.1, -1.0, -0.7, 1.0, -1.4, -1, 0.0
- COc1cc(NC(=O)c2cc(C(C)C)on2)c(OC)cc1Cl
  1, -3, 0.1, 2, 2.3, 0.5, -0.1, -0.1, 4.3, -2, 0.5
- CC(C)CC(=O)N=Nc1c(O)[nH]c2ccccc12
  -5, -7, 0.6, -2, 2.0, 6.3, -0.8, -0.2, 0.7, 3, 0.3
- O=C(COc1nc2ccccc2nc1N1CCOCC1)Nc1ccc(S(=O)(=O)N2CCCC2)cc1
  -31, -3, -1.4, -6, 1.9, -4.5, -0.9, -1.0, -0.8, 2, 0.1
- O=C(NNc1ccc([N+](=O)[O-])cc1)C1C2CCCCC21 (stereo not given)
  6, 0, -0.2, -1, 1.3, 2.5, -1.2, -1.0, -1.2, -2, 0.1
- O=C(O)c1ccc(/C=N/Nc2ncc(Cl)cc2Cl)cc1
  11, -2, -0.1, -2, 2.9, 1.3, -0.7, 6.5*, 4.3, 0, 0.4
- CC(=O)Nc1cc2c(cc1C(C)=O)OCCO2
  13, 5, 0.0, 0, 2.2, -0.3, -0.5, 1.3, 3.5, -1, 1.3
- CCOC(=O)NC(=S)Nc1ccc(OC)cc1
  3, 2, -0.4, 3, 0.8, -0.2, -1.4, 0.8, 3.0, 3, 0.2
- CCC1=[N+](C)CCn2c(C)ccc21
  5, 2, 0.4, 2, -0.3, -0.9, -1.7, -0.2, -1.2, 0, 0.0
- CCc1nc2ccc(C(=O)N3CCN(C(=O)c4ccco4)CC3)cn2c1N(C)C(=O)COc1ccccc1
  8, -10, 2.1, 3, -0.4, -0.8, -0.9, ·, -1.1, -1, -0.3
- COC(=O)CN1C(=O)[C@H]2[C@@H](c3ccc(C)o3)N3C(=O)CN(CCO)C(=O)[C@@]3(Cc3ccccc3)[C@H]2C1=O
  1, 12, -0.2, 1, 1.4, -1.5, -0.9, 0.4, -0.9, 0, -1.3
- Cc1ccccc1OCC(=O)NNC(=O)c1ccc2c(=O)n3c(nc2c1)CCC3
  11, -4, -0.6, -1, 0.9, 1.1, -0.3, 0.2, -1.5, -2, -0.4
- CCOC(=O)Cc1csc(NC(=O)CSc2nnc(C(C)C)n2C)n1
  1, -1, 0.1, -2, 0.1, 0.5, -0.5, 0.3, -0.1, -3, 0.2
- O=C(NCCC1CCCCN1S(=O)(=O)c1cccs1)C(=O)Nc1ccccc1 (stereo not given)
  -6, 9, -0.4, 3, 5.0, 0.8, -1.1, -0.5, -1.0, 3, -0.2
- COc1ccc(NC(=O)C(C)N2C(=O)c3ccccc3C2=O)c(OC)c1 (stereo not given)
  -5, -4, -0.4, -4, 3.3, 1.9, -1.5, ·, -0.8, -2, -0.1
- O=C(NCc1ccccn1)C(=O)NCC1OCCCN1S(=O)(=O)c1ccc(F)cc1 (stereo not given)
  -4, 7, 2.5, 2, -3.0, 1.5, -1.1, 0.6, -0.4, -3, 0.2
- CCOC(=O)C1=C(C)N(C[C@@H]2CC[C@@H](Cc3ccc(-c4ccccc4)cc3)O2)C(=O)NC1c1cccc2ccccc12 (stereo not given in full)
  0, 2, -1.3, -1, -1.3, 0.6, -1.3, 1.5, -1.4, -3, -0.3
- O=C(CCc1nc2ccccc2c(=O)[nH]1)Nc1nnc(SCc2ccc(Cl)cc2)s1
  2, 1, -0.6, -4, 0.5, 1.6, -0.6, 0.0, 0.1, -1, 0.0
- CC(C)Cn1c(=S)[nH]c2cc(C(=O)O)ccc2c1=O
  3, 5, 0.6, -2, 0.5, 1.8, -1.2, 0.2, -1.3, -2, 1.0
- Cc1ccccc1NC(=O)CNC(=O)Cc1cccc2ccccc12
  -9, 2, 0.6, 2, 3.5, 3.0, -0.8, -1.0, 3.8, -3, -0.1
- O=S(=O)(c1ccc(F)c(F)c1)N1CCCc2ccccc21
  -3, 2, -0.1, -5, -1.8, 0.9, -0.9, -0.8, 1.2, -2, 0.4
- CC(=O)N1CCN(c2ccc(N3CCN(C(C)=O)[C@H](C)C3)c(C)c2)[C@H](C)C1
  9, 2, -4.1, 1, -4.0, ·, -1.5, ·, -3.2, -7, 1.0
- CC(C)(C)NS(=O)(=O)c1ccc(NS(C)(=O)=O)cc1
  6, -2, 0.4, 1, -3.0, 1.0, -1.0, -0.3, -0.4, 0, 0.4
- CSCCC(=O)N1CC[C@@H](N2CCN(c3ccccc3F)CC2)[C@H](O)C1
  -1, 2, -0.2, -1, 1.5, 1.2, -0.1, -0.1, -1.8, -1, -0.2
- CC(=O)Nc1ccc(S(=O)(=O)N(CCO)Cc2ccccc2)cc1
  -1, 3, 0.4, -2, -0.3, 3.2, -0.8, 0.2, -0.7, 2, -1.2
- O=C(Nc1ccccc1)Nc1ccc(C(F)(F)F)cn1
  3, -2, 0.3, -5, 4.3, 4.1, 0.6, -0.2, -0.9, -1, 0.2
- COc1ccc(Br)cc1/C=N/NC(=O)C[n+]1ccccc1
  11, 2, 0.2, 4, -0.4, 0.6, -0.1, -0.3, 2.0, -2, 0.5
- CCc1ccccc1NC(=O)C(Cc1cccc(OC)c1OC)c1nn[nH]n1 (stereo not given)
  5, 2, 0.6, 6, 0.8, -0.9, -2.0, 2.8, 1.2, -2, 0.2
- CCc1ccc(OCCCC(=O)Nc2nccs2)cc1
  -4, -4, -0.3, 2, -3.7, 2.1, -1.1, -0.2, -2.2, 3, 0.0
- CC(=O)Nc1ccc(NC(=O)c2ccccc2Nc2ccccc2)cc1
  -6, 4, -0.4, 13, -0.1, 0.8, -0.6, -1.5, -1.0, 0, -0.7
- Cc1cc(C)cc(NC(=O)C(C)N2C(=O)c3ccccc3C2=O)c1 (stereo not given)
  2, -5, 0.2, -10, -0.7, 1.0, -1.3, 1.4, -2.9, -1, 0.1
- Cc1cc(C)nc(NS(=O)(=O)c2ccc(NC(=O)COc3ccccc3)cc2)n1
  -13, -1, 0.0, -6, 1.3, -1.3, -0.8, -1.2, -0.7, 4, 0.2
- CSc1ccc(Cl)c(C(=O)Nc2ccc(N3CCOCC3)cc2)c1
  2, -4, -1.0, -3, 2.7, -0.1, -1.9, -0.8, -1.1, 6, 0.2
- CN(CC(=O)Nc1cccc(F)c1)C(=O)c1cc(S(=O)(=O)N(C)C)ccc1N1CCCC1
  -5, 1, -2.0, 1, -2.2, 3.5, -1.6, -0.7, -0.8, -2, 0.2
- CNCc1cc(C)n(-c2cc(S(=O)(=O)N3CCOCC3)ccc2N2CCCC2)c1C
  -4, 0, 0.4, 1, -1.0, -0.4, -1.0, 0.4, -1.1, -1, 1.8
- CN(c1ccccc1)S(=O)(=O)c1ccc(C(=O)NCc2ccccn2)cc1
  -1, 2, -1.9, 4, -1.3, 1.4, -0.8, -0.1, -1.7, 2, -0.6
- CC(=O)Nc1ccc(NC(=O)CSc2ccc(-c3ccc4c(c3)OCO4)nn2)cc1
  5, -1, -0.9, -1, 3.6, 3.2, -0.1, -0.4, 1.7, -1, 0.8
- Cc1nc(NCc2ccccc2)c(C(N)=O)c2c1COC(C)(C)C2
  -3, -4, -1.4, -1, -1.4, 3.6, -1.2, 2.1, -0.7, 0, 1.6
- CCN(CC)C(=O)c1ccccc1NS(=O)(=O)c1cccs1
  4, -2, 0.2, 0, 0.7, 1.3, -0.5, 1.1, 1.5, -2, -1.1
- C=CCn1c(SCC(=O)c2cc(C)n(Cc3cccs3)c2C)nnc1-c1ccncc1
  -1, 3, -0.9, -1, -1.1, -1.2, -1.2, -0.2, -1.5, -2, 0.4
- CCN1CCN(c2nc3c(C)cccn3c(=O)c2/C=C(\C#N)C(=O)NCCCOC)CC1
  3, -3, 0.0, 9, 0.8, 1.4, -1.2, -1.9, 1.4, 1, 4.3
- CCCn1nc(C(=O)NCc2ccc3c(c2)OCO3)c2ccccc2c1=O
  -7, 1, -0.3, 4, -1.3, 1.0, -1.7, -1.6, -0.7, -1, 0.5
- COc1ccc(CC(=O)NNC(=O)CN(C)S(=O)(=O)c2ccc(Cl)cc2)cc1OC
  -4, 4, 0.4, 1, 0.1, 1.6, -0.7, 0.1, -1.3, -1, -0.4
- O=C1CC2(CCN(C(=O)COc3ccc(Cl)cc3)CC2)Oc2ccccc21
  -8, -3, -2.4, 0, -3.9, 1.6, -1.4, -0.6, -2.5, -2, 0.9
- Fc1ccccc1N1CCN(c2nnnn2-c2ccccc2)CC1
  0, 5, 0.4, -3, -1.3, 2.6, -1.3, -2.0, -1.6, -5, 0.4
- Cc1cc(N2CC(C(=O)NCc3cccnc3)CC2=O)ccc1C(C)C (stereo not given)
  -8, 4, -0.1, 0, -3.1, 0.4, -1.1, -1.9, -0.8, 1, 0.3
- CCc1cc2c(=O)c(-c3nc4ccccc4n3C)c(C)oc2cc1OC(C)=O
  -6, 3, -0.1, 3, -0.2, -0.5, 0.0, -0.2, 1.7, 0, 38*
- NC(=S)N/N=C1\CC(n2nnnc2-c2ccccc2)C2COC1O2 (stereo not given)
  5, 3, 0.1, -6, 0.1, 0.0, -1.1, 0.4, -0.6, -2, 0.3
